ST2 IL33 inh = inhibitors of human ST2 (IL1RL1) binding to IL-33; Q01638; AlphaLISA ST2-Fc/biotin-IL-33 interaction, 1 h; inhibition, % for hits at 17 µM; 78,000 tested, 2.3% active; AID 1259354; in the data active means inhibition above about 30%; inconclusive means mostly about 10% to 28%
Target sequence (Q01638 whole entry, looked up): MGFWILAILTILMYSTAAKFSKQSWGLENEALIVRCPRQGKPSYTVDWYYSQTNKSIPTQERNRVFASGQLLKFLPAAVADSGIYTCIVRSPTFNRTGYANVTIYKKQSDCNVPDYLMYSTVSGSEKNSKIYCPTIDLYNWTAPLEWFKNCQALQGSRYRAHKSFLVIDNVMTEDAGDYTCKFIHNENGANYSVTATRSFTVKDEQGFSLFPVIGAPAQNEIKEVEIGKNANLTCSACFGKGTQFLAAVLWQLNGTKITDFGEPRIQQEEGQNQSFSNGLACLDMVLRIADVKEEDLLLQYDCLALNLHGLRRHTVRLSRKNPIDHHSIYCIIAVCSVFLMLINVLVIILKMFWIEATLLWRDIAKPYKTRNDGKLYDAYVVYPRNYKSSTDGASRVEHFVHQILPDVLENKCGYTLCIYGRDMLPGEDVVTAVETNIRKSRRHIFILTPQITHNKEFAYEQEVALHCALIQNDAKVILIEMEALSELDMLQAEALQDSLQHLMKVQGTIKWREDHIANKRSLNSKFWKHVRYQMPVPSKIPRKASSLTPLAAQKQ
Active calls of the source: *; i = inactive; ? = inconclusive. These rows are one share of the data; rates above refer to the full screens.

Structure | ST2 IL33 inh
Cc1ccc(Cn2c(=O)c(CCC(=O)O)nc3ccccc32)cc1 | i
Cc1ccc(CNC(=O)CSC2=Nc3ccccc3C3=NC(C(C)C)C(=O)N23)cc1 (stereo not given) | i
COCCOC(=O)c1c(C)oc2ccc(OCc3c(Cl)cccc3Cl)cc12 | i
Cc1ccccc1-c1nc(Cn2cncn2)c(C)o1 | i
Cc1cc(NS(=O)(=O)c2cccc3cccnc23)ccc1Br | i
CN1CCN(c2ncnc3sc4c(c23)CCCC4)CC1 | i
CC(=O)NC(Cc1ccccc1)Cc1ccccc1 | i
CC(Oc1ccc(Cl)cc1Cl)C(=O)Nc1cccc([N+](=O)[O-])c1 (stereo not given) | 30%*
Nc1nonc1-n1nnc(C(=O)N2CCCCCC2)c1-c1ccccc1 | i
CC(C)Cc1n[nH]c2c1CN(C(=O)c1ccc3c(c1)CCO3)CC2 | i
COc1ccc(S(=O)(=O)N2CCC(C(=O)Nc3cc(C(F)(F)F)ccc3Cl)CC2)cc1 | i
COc1ccc(Cc2nn[nH]n2)cc1OC | i
Cc1ccc(Nc2nc(CSc3nnnn3-c3ccccc3)cc(=O)[nH]2)cc1 | i
Cc1nccn1-c1c2c(c(C#N)c3nc4ccccc4n13)CCC2 | i
Cc1cc(C)nc(SC2CCCCC2NS(=O)(=O)c2ccc(Cl)cc2)n1 (stereo not given) | i

The last seven compounds of the section above are carried over, then new ones follow.
Structure | ST2 IL33 inh
Nc1nonc1-n1nnc(C(=O)N2CCCCCC2)c1-c1ccccc1 | i
CC(C)Cc1n[nH]c2c1CN(C(=O)c1ccc3c(c1)CCO3)CC2 | i
COc1ccc(S(=O)(=O)N2CCC(C(=O)Nc3cc(C(F)(F)F)ccc3Cl)CC2)cc1 | i
COc1ccc(Cc2nn[nH]n2)cc1OC | i
Cc1ccc(Nc2nc(CSc3nnnn3-c3ccccc3)cc(=O)[nH]2)cc1 | i
Cc1nccn1-c1c2c(c(C#N)c3nc4ccccc4n13)CCC2 | i
Cc1cc(C)nc(SC2CCCCC2NS(=O)(=O)c2ccc(Cl)cc2)n1 (stereo not given) | i
CCOC(=O)c1c(NC(=O)c2ccccc2Br)sc(C(C)=O)c1C | ?
CCc1ccccc1NC(=O)Cn1c(=O)n(CC2CCC(C(=O)NC)CC2)c(=O)c2sccc21 (stereo not given) | i
COc1ccc(CN/C(C)=C/c2nsc(Nc3ccc(F)cc3)n2)cc1 | i
Cc1ccc(C)c(S(=O)(=O)Nc2ccc(O)c(Cl)c2)c1 | ?
COc1cccc(Cn2c(CNC(=O)c3ccccc3F)nc3cccnc32)c1 | i
CC(C)c1nc(CNC(=O)c2cn(Cc3ccccc3F)nn2)cs1 | i
COc1ccc(C(=O)N2CCC(C(=O)N3CCN(Cc4ccccc4)CC3)CC2)cc1 | i
C=C(C)Cn1c(CCCNC(=O)Cc2ccccc2)nc2ccccc21 | i
NCC(=O)Nc1ccccc1-c1ccc(OC(F)(F)F)cc1 | i
COc1cc(/C=C2/C(=O)NN(c3ccc(C)c(Cl)c3)C2=O)cc([N+](=O)[O-])c1O | i
c1ccc(-n2ncc3c(NC4CCCCCC4)ncnc32)cc1 | ?
COc1ccc(NC2(C(=O)N3CCOC(CN)C3)CCCC2)cc1 (stereo not given) | i
Nc1cc(=O)[nH]c2nnc(SCc3ccccc3Cl)n12 | i
CCOc1ccccc1C=Nc1sc2c(c1C(N)=O)CCCC2 | ?
O=C(O)C1(O)CCN(c2cnc3ccccc3n2)CC1 | i

(further entries)
Structure | ST2 IL33 inh
COC(=O)Cn1c(CCS(=O)(=O)c2ccc(Cl)cc2)nc2ccccc21 | i
O=C1c2ccccc2C(=O)C1c1cc2ccccc2cn1 | ?
CCN1CCN(CCCNC(=O)CCc2nc(-c3ccc(C)cc3)no2)CC1 | i
N#Cc1c(N)nc2c(c1-c1ccccc1Cl)CCCC2 | i
CN(C1CCCCC1)S(=O)(=O)c1cc(Br)cc2c1N(C(=O)C1CC1)CC2 | ?
CN1CCN(C)C2(CCN(C(=O)c3cn[nH]c3-c3cccs3)CC2)C1 | i
Cc1ccc(C)c(S(=O)(=O)n2c([N+](=O)[O-])cnc2C)c1 | i
Fc1ccccc1CSc1nnc2c(n1)OC(c1cccnc1)Nc1ccccc1-2 (stereo not given) | i
CCOC(=O)C1=NN(c2ccc(Cl)cc2)C2C(=O)N(c3ccc(C)cc3)C(=O)C12 (stereo not given) | i
CN(CCc1cn[nH]c1)Cc1nnc(CC2CCNCC2)n1C | ?
Cc1cn(C2CCC(CO)O2)c(=O)[nH]c1=O (stereo not given) | ?
CC1(C)CC(=O)C2=C(C1)Nc1ccccc1NC2c1cc(F)ccc1F (stereo not given) | i
Cc1ccc(N=CC2=C(O)CC(C)(C)CC2=O)cc1C | i
Cc1ccc(OCCCn2cc(/C=C3/C(=N)N4C=CSC4=NC3=O)c3ccccc32)cc1C | ?
Cc1cnc2c(C(=O)N3CC[C@@H](c4ccc5c(c4)OCO5)[C@H](O)C3)cnn2c1 | i

New compounds follow:
Structure | ST2 IL33 inh
COCCOC(=O)c1c(C)oc2ccc(NS(=O)(=O)c3cc(C)ccc3C)cc12 | i
CCN(CC)C(=O)COc1ccc2c(c1)C(=O)CC1(CCN(C(C)=O)CC1)O2 | i
COC(=O)C1=COC(O[C@@H]2O[C@H](CO)[C@@H](O)[C@H](O)[C@H]2O)/C2=C/COC(=O)CC3C(C(=O)OC)=COC(O[C@@H]4O[C@H](CO)[C@@H](O)[C@H](O)[C@H]4O)/C3=C/COC(=O)CC12 (stereo not given in full) | i
COc1ccc(CCNC(=O)COc2ccc(C(C)C)cc2)cc1OC | ?
Cc1cc(C)c(NS(=O)(=O)c2ccc(NC(=O)CCc3ccccc3)cc2)c(C)c1 | i
CC1=C(C(=O)OC2CCCCC2)C(c2ccccc2F)NC(=O)N1 (stereo not given) | ?
CN1CCN(C(=O)Nc2ccccc2)CC1 | i
CO[C@H]1CN(C(=O)c2cccc3[nH]c(C)nc23)CC[C@H]1N | i
Cn1ccnc1-c1ccc(NC2CCc3ccccc32)nn1 (stereo not given) | ?
CCCN1CCN(CCCNC(=O)C2CCN(S(C)(=O)=O)CC2)CC1 | i
COC(=O)[C@@H]1Cc2ncn(Cc3ccc(OC)cc3)c2CN1S(=O)(=O)c1ccccc1 | i
CCn1ncnc1CN1CCN(C)C(C(=O)O)C1 (stereo not given) | ?
C=CCNC(=O)c1noc2c1CCc1cc(OC)ccc1-2 | i
Fc1ccc(-n2cccn2)c(CN2CCC(OCc3cccnc3)CC2)c1 | i
Cc1nc2ccccc2nc1SCc1cc2c(cc1Cl)OCO2 | i

Other compounds follow.
Structure | ST2 IL33 inh
O=C(Nc1ccccc1C(=O)O)c1ccc(C2SCC(=O)N2Cc2ccccc2)cc1 (stereo not given) | ?
Cc1cc(C)c(-c2cc(C(N)=O)ccn2)c(C)c1 | i
COc1ccc(Cl)cc1S(=O)(=O)n1c([N+](=O)[O-])cnc1C | i
CC(=O)N1CCc2c(nc(N(C)C)nc2N(C)Cc2cc(C3CC3)n[nH]2)C1 | i
Cc1ccn2c(C(=O)NCC(C)Oc3cccnc3)c(C)nc2c1 (stereo not given) | ?
CCn1c(=N)c(C(=O)NC)cc2c(=O)n3ccccc3nc21 | i
Cc1cc(N2CCOCC2)cc2c3ccccc3n(C)c12 | i
COc1cc2c(cc1OC)CN(Cc1cc(OC)c(O)c([N+](=O)[O-])c1)CC2 | i
CN(CC(=O)NC1CCCN(c2ccc(C(F)(F)F)cn2)C1)Cc1cccnc1 (stereo not given) | i
C=CCn1c(=NC(=O)CSCC(=O)Nc2cc(C)on2)sc2ccccc21 | i
Cc1ccc(C(=O)c2ccc([N+](=O)[O-])cc2)cc1C | ?
OCCC1CN(Cc2cccn2-c2cccnc2)CCN1CC1CCCCC1 (stereo not given) | i
COc1ccc(C)cc1NC(N)=Nc1nc(C)cc(C)n1 | i
CC(C)n1c(NCCO)nc2ccccc21 | i
CCOc1ccc(-n2c3nc(=O)n(C)c(=O)c-3cc3ccccc32)cc1 | i

As a working copy, part of the list above.
Structure | ST2 IL33 inh
COc1ccc(C)cc1NC(N)=Nc1nc(C)cc(C)n1 | i
CC(C)n1c(NCCO)nc2ccccc21 | i
CCOc1ccc(-n2c3nc(=O)n(C)c(=O)c-3cc3ccccc32)cc1 | i

Next section
Structure | ST2 IL33 inh
O=C(NCC1CCCO1)NC1(C(F)(F)F)Oc2cc(Cl)c(Cl)cc2O1 (stereo not given) | i
Cc1cccc(CN2C(=O)CSc3ccc(C(=O)N4CCC5(CC4)OCCO5)cc32)c1 | i
COc1ccc(CN2CCN(C/C=C/c3ccccc3)CC2)c(OC)c1OC | i
CCC(C)Sc1oc(-c2cccs2)nc1S(=O)(=O)c1ccccc1 (stereo not given) | i
O=C(Nc1cccc(F)c1)c1cnc2n(c1=O)CCS2 | i
CC1CCCCN1CCCNC(=O)C1CC(=O)N(c2ccc(F)c(Cl)c2)C1 (stereo not given) | i
COc1ccc(C2C(C(C)=O)=C(Nc3ccc(Br)cc3)CC(C)(O)C2C(C)=O)cc1 (stereo not given) | i
COC(=O)c1nc2n(n1)C(c1ccc(C)cc1)C(C(=O)OC1CCCCC1)=C(C)N2 (stereo not given) | i
COc1ccc2c(c1)C(C)=CC(C)(C)N2 | 42%*
O=C(CSc1nnc2c(n1)[nH]c1ccccc12)Nc1ccc(Cl)cc1[N+](=O)[O-] | ?
Cc1ccc(-c2noc(CCC(=O)NC3CCCCC3)n2)cc1 | i
CCOC(=O)c1ccc2ncc(-c3ccccc3)nc2c1 | i
O=C(C1=C(O)C(=O)N(CCCN2CCOCC2)C1c1ccncc1)c1cccs1 (stereo not given) | ?
CC(C)(C)c1nnc([C@H]2CCN(Cc3cnc4ccccc4c3)C2)o1 | ?
Cc1cc(C)c2c(n1)sc1c(N3CCN(Cc4ccccc4)CC3)ncnc12 | i

Next section:
structure | ST2 IL33 inh
Cc1cc(C(=O)NCCSc2ncn[nH]2)c(NC(=O)C(C)(C)C)s1 | i
c1ccc2oc(N3CCN(Cc4ccc(-n5cncn5)cc4)CC3)nc2c1 | ?
Cc1c(C)n(C(=O)CN2CCc3ccccc3C2)c2ccccc12 | i
Cc1nn(CCCC(=O)N2CCCc3ccccc32)c(C)c1[N+](=O)[O-] | i
COc1ccc(-c2noc([C@@H]3C[C@@H](O)CN3Cc3cccnc3)n2)cc1 | ?
C=CCn1c(=O)[nH]c2cc(C(=O)N3CCN(c4ccc(C(C)=O)cc4)CC3)ccc2c1=O | i
CCCn1c(C(O)c2ccc(OC)c(OC)c2)nc2ccccc21 (stereo not given) | i
OC(CI)COC12CC3CC(CC(C3)C1)C2 (stereo not given) | i
O=C(O)c1ccc(NS(=O)(=O)c2cccc(S(=O)(=O)c3ccccc3)c2)cc1 | i
COc1cccc2cc(C(=O)Nc3cccc(C(F)(F)F)c3)c(=O)oc12 | i
Cc1ccc(-c2noc([C@@H]3Cc4nc[nH]c4CN3C(=O)Nc3ccccc3)n2)cc1 | ?
Cc1cccnc1CN1CCN(C(=O)c2ccc(CO)o2)CC1 | ?

Compounds listed so far that contain a furan ring, fused or not:
structure | ST2 IL33 inh
COCCOC(=O)c1c(C)oc2ccc(OCc3c(Cl)cccc3Cl)cc12 | i
COCCOC(=O)c1c(C)oc2ccc(NS(=O)(=O)c3cc(C)ccc3C)cc12 | i
Cc1cccnc1CN1CCN(C(=O)c2ccc(CO)o2)CC1 | ?

Next section:
structure | ST2 IL33 inh
CC(C)NC(=O)CSc1nc2ccccc2[nH]1 | i
Cc1ccc(S(=O)(=O)NCc2nc3cccnc3n2Cc2ccccc2Cl)c(C)c1 | i
COC(=O)c1cc(N2C(=O)C3C4C=CC(O4)C3C2=O)ccc1Cl (stereo not given) | i
O=C(O)c1ccc(C(=O)O)c(S(=O)(=O)c2cc(C(=O)O)ccc2C(=O)O)c1 | i
Cc1nc2c(N)c(Cl)c(Cl)c(N)c2[nH]1 | i
CN1CCc2c(sc3c2C(=O)NC(c2ccc(-c4ccc(Cl)c(Cl)c4)o2)N3)C1 (stereo not given) | i
Nc1cc(-c2ccc(CN3CCCC3)cc2)c2cc[nH]c2n1 | i
O=C1NC(=O)c2c(NC(=O)c3c(F)cccc3F)cccc21 | i
CC1=C(C(=O)Nc2ccc(F)c(F)c2)C(c2ccc([N+](=O)[O-])cc2)NC(=O)N1 (stereo not given) | ?
O=C(COc1ccccc1)NN1C(=O)c2ccccc2C1=O | i
COc1ccc([C@@H](C)NC(=O)[C@@H]2C[C@H](NC(=O)c3cccc(C)c3)CN2C)cc1 | ?
c1coc(C2=Nc3ccccc3SC(c3ccc4c(c3)OCO4)C2)c1 (stereo not given) | ?

(list continues)
structure | ST2 IL33 inh
O=C(Nc1ccc(-c2cccc(F)c2)cc1)C1CCCN(C(=O)C2CCOCC2)C1 (stereo not given) | i
Cc1nc(C(C)C)ncc1C(=O)N(C)Cc1snnc1C | i
O=C(NCc1ccc2c(c1)OCO2)C1C2C=CC3(CN(Cc4cccs4)C(=O)C13)O2 (stereo not given) | i
O=C(O)c1ccc2c(c1)NC(=O)C(N1CCCCC1)S2 (stereo not given) | i
Cc1cccc(-c2cc(O)cc3sc(=O)oc23)c1 | i
COCc1nnc(NC(=O)c2cc(-c3ccccc3)nc3ccccc23)s1 | i
Cc1cccc(NC(=O)COc2cc(C)c(Br)c(C)c2)n1 | i
CCCCN(C)C(=O)c1sc2nc(C)nc(N3CCCCC3)c2c1C | ?
COc1cc(O[C@@H]2O[C@H](CO)[C@@H](O)[C@H](O)[C@H]2O)cc(OC)c1OC | i
Cc1ccsc1[C@@H]1CCN(C2CC=CC2)C[C@H]1O | i
COc1ccc(CN2CCN(c3ncccn3)CC2)c(OC)c1 | i
COc1cc(OC)cc(-c2cc3nc(C)c(CCC(=O)NCc4cccs4)c(C)n3n2)c1 | ?

Later entries.
structure | ST2 IL33 inh
Cc1[nH][nH]c(=O)c1C(c1cc2c(cc1Br)OCO2)c1c(C)[nH][nH]c1=O | ?
C#CCN1C(=O)C(O)(CC(=O)c2ccc3c(c2)CCCC3)c2ccccc21 (stereo not given) | i
CSc1ccc(-c2nc3cnccn3c2Nc2ccc3c(c2)OCO3)cc1 | ?
CN(C)c1ncccc1CNC(=O)Cc1ccc(O)c(F)c1 | i
CCOc1cc(/C=C2\SC(N)=NC2=O)ccc1OCc1ccc(Br)cc1 | ?
CCOc1ccccc1NC(=O)c1cc(-c2cccs2)nc2ccccc12 | i
C=CCNc1nc(-c2ccccc2)cc(C(F)(F)F)c1C#N | i
CCOC(=O)c1ccc(N2C(=O)C3CCC(C)CC3C2=O)cc1 (stereo not given) | i
